IL2 activator – qHTS of IL-2 Activators; IL-2 activation reporter assay, cell-based qHTS; stimulated with anti-CD3/CD4/CD28 beads; in transgenic mouse T cells; activation, % (series mostly up to about 46 µM); actives 0.065% (n = 360,000); in the data active = activation above about 50%; inconclusive = mostly about 30% to 49%; also: 0% is about no effect
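First, unstimulated transgenic mouse T cells were exposed to compound for 60 min. Next, anti-CD3/anti-CD4-coated beads with anti-CD28 were added. Finally, after 18 h at 37 degrees C, EGFP and DsRed were imaged.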
PLK1 PBD inh – qHTS for Inhibitors of PLK1-PDB (polo-like kinase 1 - polo-box domain): Primary Screen; Potency, µM, for inactives: max response, negative = inhibition, most hits filed as inhibitors; Plk1 PBD binding of FITC phosphopeptide, fluorescence polarization; actives 2.8% (n = 360,000); Serine/threonine-protein kinase PLK1 (Homo sapiens), P53350; AID 720504, 2013; also: potency is read from the fitted curve at half-maximal effect; series mostly up to about 57 µM; % is scaled to controls: 0 for no effect and ±100 for the full control effect; nearly all actives have a fitted effect of over 65% in size
Target sequence (P53350 whole entry, looked up, the tested form may be a part): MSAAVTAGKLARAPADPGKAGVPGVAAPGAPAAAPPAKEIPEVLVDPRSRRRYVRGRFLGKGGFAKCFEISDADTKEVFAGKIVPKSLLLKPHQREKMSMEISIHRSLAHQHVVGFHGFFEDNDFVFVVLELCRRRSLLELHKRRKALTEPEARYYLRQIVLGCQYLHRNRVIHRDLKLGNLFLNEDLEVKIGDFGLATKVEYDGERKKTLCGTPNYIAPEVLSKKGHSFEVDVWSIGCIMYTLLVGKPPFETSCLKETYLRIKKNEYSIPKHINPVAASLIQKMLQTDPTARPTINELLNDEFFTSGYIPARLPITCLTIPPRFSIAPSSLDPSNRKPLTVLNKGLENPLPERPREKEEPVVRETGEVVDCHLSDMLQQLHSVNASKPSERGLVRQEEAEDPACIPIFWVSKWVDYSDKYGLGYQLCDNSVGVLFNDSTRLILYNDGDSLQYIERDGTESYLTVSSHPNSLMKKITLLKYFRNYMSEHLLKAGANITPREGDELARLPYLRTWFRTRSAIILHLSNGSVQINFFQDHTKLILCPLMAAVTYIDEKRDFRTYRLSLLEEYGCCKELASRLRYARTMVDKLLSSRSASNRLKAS
WRN inhibitor – qHTS for Inhibitors of WRN Helicase | Potency, µM (doses to about 114 µM), for inactives: top-dose activity change, negative = inhibition, most hits filed as inhibitors | actives 0.46% (n = 360,000) | WRN helicase unwinding, fluorescent forked duplex, kinetic; also: potency is read from the fitted curve at half-maximal effect; % is scaled to controls: 0 for no effect and ±100 for the full control effect; nearly all actives have a fitted effect of over 55% in size
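Screening of the MLSMR collection measured strand separation of a quenched forked DNA duplex (100 nM) by 20 nM WRN with 2 mM ATP, all final. Compounds were preincubated with enzyme 15 min at room temperature.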
EPAC1 antag – qHTS for Antagonist of cAMP-regulated guanine nucleotide exchange factor 3 (EPAC1): primary screen; EPAC1 GEF assay, Rap1b-BODIPY-GDP exchange fluorescence; Potency, µM (doses to about 115 µM), without a hit: top-dose activity change, negative = inhibition, most hits filed as inhibitors; actives 0.14% (n = 360,000); AID 720709, 2013;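 also: potency is read from the fitted curve at half-maximal effect; plate controls were vehicle for no effect and positive control for full effect; nearly all actives have a fitted effect of over 50% in size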
EPAC2 agonist – qHTS for Agonist of cAMP-regulated guanine nucleotide exchange factor 4 (EPAC2): primary screen; EPAC2 activation, biochemical qHTS; response scale: 100% = 6.5 mM cAMP response; Potency, µM (top dose mostly 154 µM), for inactives: at the highest dose activation, most hits filed as activators; actives 0.079% (n = 360,000); AID 720711, 2013; also: potency is read from the fitted curve at half-maximal effect; nearly all actives have a fitted effect of over 50% in size
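Nucleotide exchange monitored as fluorescence drop when BODIPY-GDP leaves Rap1B. Reaction: 100 nM EPAC2, 250 nM RAP1B-BODIPY-GDP, 50 uM GDP, room temperature, kinetic read over 30 min. Activity expressed relative to 6.5 mM cAMP.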
CCT modulator – High-Throughput Screening for Modulators of Cytosolic Chaperonin Activity; purified chaperonin ATPase assay, HTRF ADP detection, 30 min; activity change, % (concentration not given with the values), hits read low; actives 0.3% (n = 360,000); in the data active = activity change below about -30%; also: % is scaled to controls: 0 for no effect and ±100 for the full control effect
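ATPase activity: ADP formed was measured by HTRF Transcreener (665/615 nm ratio) after 30 min at 37 deg C with 10 uM ATP. Compounds screened at one 76 uM concentration against 40 or 20 nM TRiC in Tris pH 7.4/KCl/MgCl2/DTT buffer.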
PI5P4Ka inh – qHTS for Inhibitors of phosphatidylinositol 5-phosphate 4-kinase (PI5P4K) | max response, % | actives 1.2% (n = 330,000) | PI5P4Kalpha enzyme, ADP-Glo luminescence, 60 min; stronger effect = lower value; active = max response of -50% or lower; inconclusive = between -30% and -50%; inactive = -30% or higher; also: value at the top dose of about 77 µM; % is scaled to controls: 0 for no effect and ±100 for the full control effect
Target sequence (P48426 whole entry, looked up): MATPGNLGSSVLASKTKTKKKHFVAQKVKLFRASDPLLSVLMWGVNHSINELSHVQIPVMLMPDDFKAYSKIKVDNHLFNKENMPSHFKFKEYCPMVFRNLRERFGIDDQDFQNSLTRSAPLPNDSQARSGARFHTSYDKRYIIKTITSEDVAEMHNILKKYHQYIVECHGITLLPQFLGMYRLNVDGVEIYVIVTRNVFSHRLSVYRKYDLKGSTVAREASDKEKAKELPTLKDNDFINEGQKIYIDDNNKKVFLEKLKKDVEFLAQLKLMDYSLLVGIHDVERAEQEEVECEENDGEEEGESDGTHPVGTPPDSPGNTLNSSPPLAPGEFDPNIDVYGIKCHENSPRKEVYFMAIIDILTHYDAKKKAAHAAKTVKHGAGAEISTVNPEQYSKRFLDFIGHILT
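ADP-Glo luminescence end-point read after a 60 min room-temperature kinase reaction of PI5P4Kalpha plus substrate, initiated with ATP at 5 microM final. Buffer: 0.038 M HEPES pH 7.4, EGTA, 0.1% CHAPS, 5% DMSO.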
EPAC1 agonist – qHTS for Agonist of cAMP-regulated guanine nucleotide exchange factor 3 (EPAC1): primary screen; EPAC1 agonist qHTS, biochemical assay; response scale: 100% = response to 6.5 mM cAMP; Potency, µM (doses to about 154 µM), without a hit: top-dose activation, most hits filed as activators; actives 0.073% (n = 360,000); AID 720707, 2013; also: potency is read from the fitted curve at half-maximal effect; nearly all actives have a fitted effect of over 60% in size
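Normalized to 6.5 mM cAMP, activity reflects EPAC1-catalysed release of BODIPY-GDP from Rap1B, followed kinetically over 30 min at 480 nm excitation, 540 nm emission. Reaction contained 100 nM EPAC1, 250 nM Rap1B-BODIPY-GDP, 50 uM GDP.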
The depositor's hits bear a star; ? = inconclusive; . = no result given; [ ] = another dose, or the depositor's remark. Unless noted, calls follow the shape of the dose curve; as a rule, active = well fitted curve in the direction sought with a large enough effect; inconclusive = small, poorly fitted or top-dose-only effect, or another doubt; inactive = no such curve, though single readings can be large; an effect the other way counts as inactive or inconclusive. Not all compounds are listed; rates above refer to the full screens.

1	CCc1ccc(NS(=O)(=O)c2c(C)noc2C)cc1
2	Cc1ccccc1N(CC(=O)Nc1ccc(S(=O)(=O)N2CCOCC2)cc1)S(C)(=O)=O
3	CSC1=C(C#N)C(c2ccccc2)C(C(C)=O)=C(C)N1 (centres undefined)
4	O=C(O)C1C2CCCCC2=C2CCCCC2C1C(=O)O (centres undefined)
5	CC(C)(C)c1ccc(C(=O)Nc2ccc(CC(=O)O)cc2)o1
6	CC(c1cccs1)N(Cc1ccco1)C(=S)Nc1ccccc1Cl (centres undefined)
7	O=C(COC(=O)C1CC2C=CC1C2)Nc1ccccc1 (centres undefined)
8	CC(C)NC(=O)Nc1cccc2c1O[C@H](CN(C)C(=O)Nc1ccc(C(F)(F)F)cc1)[C@@H](C)CN([C@H](C)CO)C2=O
9	COc1ccc(OC)c(CNC(=O)Cn2nc(C)c3c(C)n(-c4ccc(C)cc4)nc3c2=O)c1
10	CCCCOc1cccc(C2/C(=C(\O)c3ccc4c(c3)OCCO4)C(=O)C(=O)N2CCN2CCOCC2)c1 (centres undefined)

entry no.	1	2	3	4	5	6	7	8	9	10
IL2 activator	0.3	-4.8	0.3	-1.3	-3.3	0.5	-2.7	-0.2	-5.4	-0.4
PLK1 PBD inh	-7%	-7%	-2%	-3%	-2%	-8%	0%	-5%	27µM*	-8%
WRN inhibitor	-4%	-6%	5%	5%	2%	0%	-7%	-2%	-1%	-9%
EPAC1 antag	-14%	-16%	-27%	7%	10%	1%	11%	-5%	-25%	-4%
EPAC2 agonist	11%	-1%	8%	9%	9%	13%	6%	-11%	-8%	0%
CCT modulator	0.1	-0.2	-0.4	-5.3	2.2	-5.1	0.0	0.1	1.2	2.3
PI5P4Ka inh	3	2	2	.	.	8	-7	8	-13	-3
EPAC1 agonist	2%	-1%	-4%	-5%	-2%	1%	-5%	-14%	12%	13%

11	NS(=O)(=O)c1ccc(NC(=S)N2CCN(Cc3ccc4c(c3)OCO4)CC2)cc1
12	COc1ccc2cc(C3CC(c4ccco4)=NN3S(=O)(=O)c3ccccc3)c(Cl)nc2c1 (centres undefined)
13	COc1ccc(N(CC(=O)NCc2ccccc2OC)S(=O)(=O)c2ccc(C)cc2)cc1Cl
14	O=C(COc1ccccc1)NCC(=O)N/N=C/c1ccc(O)cc1O
15	O=C(O)C1C2CCC(CC2)C1C(=O)O (centres undefined)
16	CC(C)N(CCCNC(=O)Cn1ncc2c([nH]c3ccccc32)c1=O)Cc1ccccc1
17	CCCOc1ccc(N2C(=O)CC(S/C(N)=N/N=C(\C)c3cccs3)C2=O)cc1 (centres undefined)
18	CN(CC(=O)Nc1ccc(OC(F)(F)F)cc1)C(=O)Cc1cccs1
19	CNC[C@H]1Oc2ccc(NC(=O)C3CCCCC3)cc2CC(=O)N([C@H](C)CO)C[C@@H]1C
20	O=C(CSc1ncccc1C(=O)O)NCc1ccc(F)cc1

entry no.	11	12	13	14	15	16	17	18	19	20
IL2 activator	-0.8	-1.3	-2.0	-1.1	-3.4	-4.7	-0.2	-0.8	0.1	-1.9
PLK1 PBD inh	12µM*	1%	-14%	-2%	4%	-5%	-15%	1%	-9%	-6%
WRN inhibitor	1%	-4%	0%	-5%	1%	-3%	-20%	-7%	2%	-20%
EPAC1 antag	-29%	-4%	-9%	?	6%	3%	-12%	-8%	-27%	-10%
EPAC2 agonist	1%	4%	14%	0%	7%	-6%	-9%	-8%	4%	1%
CCT modulator	0.9	-4.7	-0.3	-0.5	0.0	-1.3	-1.0	-1.8	0.8	1.1
PI5P4Ka inh	-2	-5	1	-9	-2	8	.	4	-1	4
EPAC1 agonist	3%	-7%	-10%	13%	-9%	17%	6%	-2%	2%	9%

21	COCCCNC(=O)Cn1c(=O)oc2cc(S(=O)(=O)N3CC(C)CC(C)C3)ccc21 (centres undefined)
22	CCC(=O)c1ccc(OCC(=O)N2CCN(S(=O)(=O)c3ccc(Cl)s3)CC2)cc1
23	COc1cccc(C2C(C(=O)Nc3ccccc3)=C(C)N=c3s/c(=C/c4ccc(OCC(=O)O)cc4)c(=O)n32)c1 (centres undefined)
24	CC(C)CC(=O)Nc1ccc(C(=O)Nc2cccc(O)c2)cc1
25	CC(=O)N/C(=C/c1ccccc1)C(=O)N1CCCCC1
26	O=c1c2c3c(sc2nc2n1CCCCC2)CCC3
27	CCN(CC)CCCNC(=S)Nc1ccc(Br)cc1
28	CCC(SCC(=O)OC)C(=O)Nc1nnc(C(C)C)s1 (centres undefined)
29	COC(=O)CN(c1cccc(C)c1)S(=O)(=O)c1ccccc1
30	COC(=O)CCc1cccc(CCC(=O)OC)c1

entry no.	21	22	23	24	25	26	27	28	29	30
IL2 activator	-0.8	0.2	0.1	-1.3	0.4	1.4	-1.6	-1.7	-0.4	-0.1
PLK1 PBD inh	3%	-7%	-11%	7%	3%	-2%	5%	?	-2%	-2%
WRN inhibitor	2%	-20%	-34%	-13%	-27%[57.1 µM]	3%	-2%	6%	10%	1%
EPAC1 antag	-18%	-13%	-5%	-2%	29%	0%	-6%	8%	8%	11%
EPAC2 agonist	1%	-2%	-12%	4%	2%	3%	-6%	3%	8%	7%
CCT modulator	-2.5	-0.5	-1.7	-1.3	1.8	-5.1	-2.5	0.7	-0.8	1.1
PI5P4Ka inh	-1	-54*	?	0	-5	-20	0	3	0	-4
EPAC1 agonist	-7%	-11%	12%	-6%	3%	-6%	2%	-1%	-1%	3%

31	C/C(=N\N)c1c(-c2ccccc2)c2cc(Br)ccc2[nH]c1=O
32	O=C(CCCC(=O)N(CC(=O)NC1CCCC1)Cc1ccc(F)cc1)Nc1ccccn1
33	COc1ccc(NC(=O)N(C)C[C@H]2Oc3ccc(NC(=O)NC(C)C)cc3C(=O)N([C@H](C)CO)C[C@@H]2C)cc1
34	O=C(Cc1cccs1)Nc1cccc(-c2nc3ccccc3[nH]2)c1
35	Cc1cc(NC(=O)COC(=O)[C@@H](NS(=O)(=O)c2ccc(Br)cc2)C(C)C)no1
36	Cc1ccc(-n2[nH]c(C)c(C=Nc3ccc(C)cn3)c2=O)cc1
37	O=[N+]([O-])c1ccc2c(c1)-c1ccccc1C2O (centres undefined)
38	O=C(Nc1nnc(-c2ccncc2)o1)c1cccc(N2C(=O)CCC2=O)c1
39	OC(COc1ccc2cc(Br)ccc2c1)CN1CCN(c2ccccn2)CC1 (centres undefined)
40	COc1ccc(CSc2nc(C)cc(=O)[nH]2)cc1

entry no.	31	32	33	34	35	36	37	38	39	40
IL2 activator	-0.4	0.1	0.6	2.7	-2.5	0.2	-0.8	-3.5	-0.9	-2.4
PLK1 PBD inh	-16%	0%	-18%	-18%	0%	1%	8.4µM*	-4%	1%	-10%
WRN inhibitor	-33%	-3%	-8%	6%	-3%	-8%	5%	-28%	7%	-23%
EPAC1 antag	?	7%	-28%	4%	-5%	1%	9%	-8%	2%	-13%
EPAC2 agonist	10%	-5%	3%	2%	-5%	5%	-1%	-1%	-2%	2%
CCT modulator	-0.8	1.6	0.2	-4.4	0.7	1.9	1.3	-1.4	1.4	-0.1
PI5P4Ka inh	3	5	4	-10	0	.	-69*	-27	15	3
EPAC1 agonist	10%	1%	-13%	5%	-4%	-6%	6%	-4%	5%	6%

In a second layout: results already given.
entry	mol	IL2 activator	PLK1 PBD inh	WRN inhibitor	EPAC1 antag	EPAC2 agonist	CCT modulator	PI5P4Ka inh	EPAC1 agonist
34	O=C(Cc1cccs1)Nc1cccc(-c2nc3ccccc3[nH]2)c1	2.7	-18%	6%	4%	2%	-4.4	-10	5%
38	O=C(Nc1nnc(-c2ccncc2)o1)c1cccc(N2C(=O)CCC2=O)c1	-3.5	-4%	-28%	-8%	-1%	-1.4	-27	-4%
33	COc1ccc(NC(=O)N(C)C[C@H]2Oc3ccc(NC(=O)NC(C)C)cc3C(=O)N([C@H](C)CO)C[C@@H]2C)cc1	0.6	-18%	-8%	-28%	3%	0.2	4	-13%

Structures listed so far that bear a hit mark in PLK1 PBD inh.
no. | compound | IL2 activator | PLK1 PBD inh | WRN inhibitor | EPAC1 antag | EPAC2 agonist | CCT modulator | PI5P4Ka inh
9 | COc1ccc(OC)c(CNC(=O)Cn2nc(C)c3c(C)n(-c4ccc(C)cc4)nc3c2=O)c1 | -5.4 | 27µM* | -1% | -25% | -8% | 1.2 | -13
11 | NS(=O)(=O)c1ccc(NC(=S)N2CCN(Cc3ccc4c(c3)OCO4)CC2)cc1 | -0.8 | 12µM* | 1% | -29% | 1% | 0.9 | -2
37 | O=[N+]([O-])c1ccc2c(c1)-c1ccccc1C2O (centres undefined) | -0.8 | 8.4µM* | 5% | 9% | -1% | 1.3 | -69*

Other records follow.
41	CCc1nc2ccc(C(=O)Nc3ccc(NC(C)=O)cc3)cn2c1N(CCC(C)C)CCN(C)C
42	CCOc1ccc(C(=O)NCC(c2ccco2)N2CCOCC2)cc1 (centres undefined)
43	CC(C)(C)c1ccc(-c2nc(C#N)c(NCc3cccnc3)o2)cc1
44	CCCCCOC(=O)C1=C(C)N(C)C(=O)NC1c1cc(Br)c(O)c(OC)c1 (centres undefined)
45	Cc1ccc(C(C[N+](=O)[O-])c2c(-c3ccccc3O)[nH][nH]c2=O)cc1 (centres undefined)
46	c1cc(-c2cc3cc4c(cc3cn2)OCO4)cs1
47	CC(=O)Nc1ccc(N/C=C/C(=O)c2ccc(Br)cc2)cc1
48	Cc1cccc(C)c1OCCCN1CCCC1

entry no.	41	42	43	44	45	46	47	48
IL2 activator	-0.1	-0.1	5.2	0.4	-2.7	-0.5	5.2	-0.2
PLK1 PBD inh	7%	-1%	-4%	-8%	?	-11%	-2%	-4%
WRN inhibitor	-14%	8%	-5%	-1%	?	0%	-4%	5%
EPAC1 antag	-4%	11%	-13%	-27%	-17%	-2%	8%	10%
EPAC2 agonist	2%	-10%	17%	-2%	-3%	15%	8%	-26%[15.6 µM]
CCT modulator	0.4	1.5	-3.2	-1.7	-0.3	-3.8	-6.2	-2.2
PI5P4Ka inh	6	-4	3	5	4	-7	-2	-2
EPAC1 agonist	-3%	-1%	28%	-12%	-17%	-3%	9%	-10%
